Screening data as filed in PubChem BioAssay.
Vif inh: blocks HIV Vif function. HEK293T cells, Vif self-association by quenched fluorescence, imaging, 24 h. inhibition, % at 7.49 µM. 0.35% of 340,000 active; in the data active = inhibition above about 50%, passing the limit was not always enough; also: some results filed as inactive read as strong as hits
HTR2A ag: mouse HTR2A agonism via beta-arrestin recruitment | activation, % at 7.6 µM | 0.66% of 360,000 active | AID 624169 | CHO-K1 mHTR2A beta-arrestin complementation, luminescence; percent of 30 µM serotonin response | P35363;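 active = activation above a run cutoff, the mean activation of all tested compounds plus 3 SD, cut at about 14% in these data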;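 also: 0% = plate median of compound wells and 100% = 30 µM serotonin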
Target sequence (P35363 whole entry, looked up): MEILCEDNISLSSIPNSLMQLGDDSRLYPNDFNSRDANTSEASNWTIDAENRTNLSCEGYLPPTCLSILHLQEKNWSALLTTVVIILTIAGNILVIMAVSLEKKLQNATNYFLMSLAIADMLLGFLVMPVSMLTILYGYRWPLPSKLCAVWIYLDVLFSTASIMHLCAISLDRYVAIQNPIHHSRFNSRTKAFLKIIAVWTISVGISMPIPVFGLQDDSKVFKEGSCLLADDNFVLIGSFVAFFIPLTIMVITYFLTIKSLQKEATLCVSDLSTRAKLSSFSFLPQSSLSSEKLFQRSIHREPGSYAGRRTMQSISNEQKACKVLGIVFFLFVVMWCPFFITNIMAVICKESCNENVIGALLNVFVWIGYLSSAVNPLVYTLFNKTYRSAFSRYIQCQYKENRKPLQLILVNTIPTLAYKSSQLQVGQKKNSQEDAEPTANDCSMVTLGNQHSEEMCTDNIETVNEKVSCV
aDG glyco up: alpha-DG glycosylation activation. Pro5-aDG cells, alpha-DG glycosylation AlphaScreen (IIH6); 0% Pro5, 100% B10-LARGE cell signal. activation, % at 10 µM. 0.22% of 360,000 active. AID 624168;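 active = activation of at least 8% versus controls, or a plate z-score of at least 8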;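 also: Pro5 are CHO cells carrying HIG-tagged alpha-DG that lacks glycosylation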
MC4R barr agon: agonists of human melanocortin 4 receptor (MC4R) beta-arrestin. AID 540308. 0.98% of 360,000 active. U2OS MC4R beta-arrestin complementation, luminescence; percent of melanotan II response, DMSO zero. P32245. activation, % at 8.9 µM;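 active = activation above a per-plate cutoff, the mean activation of sample wells on that plate plus 3 SD, cut at about 8% in these data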
CaV13 FRET inh: Disruptors of the CACNA1D IQ motif to Ca2+-dependent inactivation inhibitor domain association, primary screening, Förster resonance energy transfer in intact living … | inhibition, % at 12.3 µM | AID 743397 | HEK cells, CFP/YFP FRET ICDI-IQ, plate reader, 10 min; percent FRET-ratio fall versus neutral wells | 0.098% of 340,000 active;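 active = mean replicate inhibition of at least 30% and at least 1% of replicates passing that level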;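 also: 0% = median of the neutral control wells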
MC4R antag cAMP: blocks human MC4R cAMP signaling. 0.48% of 360,000 active. MC4R-expressing cells, MTII-stimulated cAMP, LANCE TR-FRET. inhibition, % at 6.5 µM;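 active = inhibition above its plate's cutoff, the mean of tested wells on that plate plus 3 SD, cut at about 29% in these data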;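 also: 0% = Melanotan II alone and 100% = Melanotan II plus saturating MCL0020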
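Assay system: U2OS cells stably expressing human melanocortin 4 receptor (MC4R) / Dosing: 6.5 µM / Timing: compound 30 min, challenge 1 h, detection 1 h / Measured by: Eu-cAMP/anti-cAMP TR-FRET, emission 671 nm / Replicates: singlicate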
ABCB6 inh MLPCN: inhibitors of human ABC transporter ABCB6; Q9NP58; K562-ABCB6 porphyrin accumulation, flow cytometry, 1 h; active compounds read low; fluorescence ratio to DMSO, % at 10 µM; 0.19% of 360,000 active; AID 602162;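 active = fluorescence ratio to DMSO below 75%, the collection mean minus 3 SD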;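 also: signal is porphyrin accumulated inside mitochondria; 100% equals median channel fluorescence of DMSO control wells; lower ratio means ABCB6 inhibition with less porphyrin fluorescence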
Cardio protect: modulators protecting cardiomyocytes from myocardial damage | protection from H2O2 cell death, % at 20 µM | 0.63% of 360,000 active | AID 588492 | H9c2 cardiomyocytes, H2O2 injury protection, ATPLite, 2 h;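 active = compounds giving at least 50% protection of heart cells from peroxide-induced death in the single-dose screen, raw or plate-pattern-corrected value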;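 also: 0% = DMSO wells with peroxide and 100% = DMSO wells without peroxide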
PDI inh: blocks human protein disulfide isomerase activity; P07237; PDI insulin aggregation turbidity, A650, 90 min; inhibition, % at 10 µM; 0.052% of 350,000 active; AID 588391;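 active = mean inhibition across replicates of 30% or more, whatever share of single replicates reach that level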;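 also: absorbance from insulin aggregation driven by PDI reduction with DTT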
Target sequence (P07237 whole entry, looked up): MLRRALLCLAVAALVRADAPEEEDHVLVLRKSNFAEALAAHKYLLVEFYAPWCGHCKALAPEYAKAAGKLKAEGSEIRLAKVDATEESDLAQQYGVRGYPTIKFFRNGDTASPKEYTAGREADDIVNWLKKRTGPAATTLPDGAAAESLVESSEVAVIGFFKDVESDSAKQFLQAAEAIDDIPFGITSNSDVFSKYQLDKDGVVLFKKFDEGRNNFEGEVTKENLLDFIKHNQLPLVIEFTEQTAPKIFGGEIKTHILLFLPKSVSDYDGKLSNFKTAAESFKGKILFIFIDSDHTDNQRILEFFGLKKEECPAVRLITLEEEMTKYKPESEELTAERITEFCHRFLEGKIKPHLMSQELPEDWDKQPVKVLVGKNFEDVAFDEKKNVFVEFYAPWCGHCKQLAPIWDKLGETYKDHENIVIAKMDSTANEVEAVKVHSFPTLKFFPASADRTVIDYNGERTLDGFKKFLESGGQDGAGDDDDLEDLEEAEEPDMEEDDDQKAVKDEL
Glyco luc inh: N-linked glycosylation inhibition; D54 ERlucT glycosylation luciferase reporter, 24 h; percent of 100 nM tunicamycin response; reporter increase, % at 12.5 µM; 0.23% of 360,000 active; AID 588692;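 active = mean luciferase reporter signal, scaled so untreated is 0 and the glycosylation-blocking control 100, at or above a set limit in every replicate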;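 also: luciferase carries N-glycosylation sites so blocking glycosylation raises the light; 0% = median of neutral control wells and 100% = median of 100 nM tunicamycin wells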
* marks the source's active call; other numbers are inactive results; x = no result given. Rows were taken by chance (roughly 3.6% active in at least one column).

Compound,Vif inh,HTR2A ag,aDG glyco up,MC4R barr agon,CaV13 FRET inh,MC4R antag cAMP,ABCB6 inh MLPCN,Cardio protect,PDI inh,Glyco luc inh
Cc1ccc(S(=O)(=O)N2CCOCC2)cc1NC(=O)COc1ccc(-c2nnco2)cc1,-6,-4,-0.4,1.0,-6,3,99,4,24,1
CCN1CCN(C(C(=O)NC2CCCCC2)c2ccnc3ccccc23)CC1 (stereo not drawn),6,-3,-0.1,x,x,x,95,0,x,5
COC(=O)c1sccc1NC(=O)c1cc(-c2ccc(C)cc2C)nc2ccccc12,7,0,-0.6,2.9,0,15,104,-10,14,2
COc1cc2c(cc1OC)C(C)N(C(=O)c1c(-c3ccccc3)noc1C)CC2 (stereo not drawn),8,0,-0.1,0.7,-5,-2,96,-2,4,10
Cc1cc2oc(=O)cc(-c3cc4ccccc4o3)c2cc1O,-19,0,-0.1,-3.0,-16,1,105,1,-1,-5
Cc1ccc(NC(=O)CSc2ncnc3ccccc23)cc1S(=O)(=O)N1CCCCCC1,-9,4,1.0,-0.6,-6,10,89,-15,-1,2
C/C(=N\NC(=O)c1ccc(CN2CCOCC2)cc1)c1ccc([N+](=O)[O-])cc1,-7,0,0.5,-0.6,-5,2,100,1,7,-2
Nc1nc(NC(=O)/C=C\C(=O)O)nn1-c1ccccc1,-1,-1,0.0,0.4,-4,11,102,-1,-1,2
O=C(N/N=C/c1ccccc1OCc1ccccc1Cl)c1cccnc1,0,-2,0.4,-4.5,-3,2,98,28,-4,0
CC(C)c1ccc(CN2C(=O)NC3(CCCCCC3)C2=O)cc1,-4,0,0.3,5.0,-4,17,99,5,-2,3
CCn1c(Cc2ccccc2)n[nH]c1=S,9,5,-0.1,-0.4,-16,-6,97,8,5,-1
COc1ccc2[nH]c(C(=O)N/N=C/c3ccc(O)cc3O)cc2c1,-18,4,0.1,-1.3,-3,3,111,45,10,-8
OCC1(CO)COC(/C=C/c2ccccc2)=N1,-3,-2,0.5,-1.2,-4,7,111,0,8,0
COc1ccc(O)c(/C=C(\C#N)C(=O)Nc2cccnc2)c1,-1,2,-0.1,1.0,-3,1,92,-4,8,3
CC[n+]1c(/C=C/Nc2ccccc2)oc2ccccc21,2,1,0.0,0.5,-5,-2,277,-14,5,-5
Nc1cc(N)nc(SCc2ccccc2Cl)n1,0,-7,-0.4,-0.4,-5,3,94,1,2,1
Cc1cccc(C)c1Nc1nnc(SCC(=O)c2ccc3c(c2)NC(=O)CO3)s1,-1,-1,0.0,0.8,-5,12,101,-2,4,-1
O=C(c1cccc(C(F)(F)F)c1)C1CCCN(C(=O)CN2CCOC2=O)C1 (stereo not drawn),12,1,-0.1,-4.2,-6,-3,94,3,-10,0
N#C/C(=C\c1c[nH]c2ccccc12)c1nnc2n1CCCCC2,10,2,-0.2,-2.1,-6,2,104,14,-13,-1
O=C(NNC(=O)C1CCN(Cc2cccc(F)c2)CC1)c1cccc(Cl)c1,1,-1,0.1,-1.4,0,10,97,4,-4,-1
CCOC(=O)N1CCN(C(=O)Cc2ccc(-n3c(=O)[nH]c4ccccc4c3=O)cc2)CC1,x,2,0.1,0.1,-4,-1,87,11,18,x
Cc1ccc(CNC(=O)c2ccc3c(c2)S(=O)(=O)c2ccccc2C3=O)o1,2,-1,0.0,1.3,-5,2,93,16,-2,3
Cc1ccc(NC(=O)CCC(=O)c2cccs2)c(O)c1,-24,6,-0.1,-0.8,-7,-1,95,-10,2,3
CCC(=O)Nc1cccc(NC(=S)NC(=O)c2ccc(C)cc2)c1,0,0,0.3,-0.6,-18,1,96,-21,0,-5
COc1ccc(NC(=O)CC2C(=O)N(c3ccc(F)cc3)C(=S)N2NC(=O)c2ccccc2)cc1 (stereo not drawn),-3,1,0.1,-0.5,1,6,93,2,-5,0
CCOC(=O)C(=Cc1ccc2c(c1)OCO2)c1ccccc1,1,-3,0.1,3.1,-5,-3,101,-8,9,-2
Cc1ccccc1CSCC(=O)NC(=O)NC(C)(C)C,-1,20*,0.3,3.0,-4,5,97,2,-3,0
CCc1ccc(N(CC(=O)NCc2ccco2)C(=O)CCC(=O)Nc2nccs2)cc1,-12,-9,0.2,-2.3,-2,22,94,-1,4,1
COc1cc(/C=N/NC(=O)C2c3ccccc3Oc3ccccc32)ccc1O,7,-5,-0.2,-0.2,-6,12,96,-8,0,1
CC(=O)Nc1ccc(NC(=O)CS(=O)(=O)Cc2ccccc2)cc1,6,-2,0.3,-0.2,x,7,103,9,0,3
O=[N+]([O-])c1ccccc1/C=N/n1c(-c2ccccc2)n[nH]c1=S,-3,6,0.0,-1.6,-3,25,94,-9,-2,2
COc1ccc(OC)c(-c2nc3cc4ccccc4cc3nc2-c2ccccc2)c1,6,8,-0.2,-2.3,-5,0,88,-8,-10,-1
Cc1ccc(-c2nc(C3CCCN(S(=O)(=O)c4ccc(C(F)(F)F)cc4)C3)no2)cc1 (stereo not drawn),-8,-1,0.0,1.8,x,1,95,-31,-2,0
COc1cccc(NC(=O)CSc2nnc3c(n2)[nH]c2ccc(C)cc23)c1,21,0,-0.1,2.5,-2,6,95,-1,-2,-1
O=C(CSc1nnc(-c2cccnc2)o1)Nc1ccccn1,-5,-1,-0.2,-1.5,-7,1,96,1,-3,-1
CCN(CC)CCNC(=O)CS(=O)Cc1nc(-c2ccccc2Cl)oc1C (stereo not drawn),-4,-5,-0.1,1.3,-5,2,92,-2,-4,0

Only Glyco luc inh, MC4R barr agon and aDG glyco up, for five of the compounds above:
Compound | Glyco luc inh | MC4R barr agon | aDG glyco up
CCOC(=O)N1CCN(C(=O)Cc2ccc(-n3c(=O)[nH]c4ccccc4c3=O)cc2)CC1 | x | 0.1 | 0.1
CC(C)c1ccc(CN2C(=O)NC3(CCCCCC3)C2=O)cc1 | 3 | 5.0 | 0.3
CCN(CC)CCNC(=O)CS(=O)Cc1nc(-c2ccccc2Cl)oc1C (stereo not drawn) | 0 | 1.3 | -0.1
O=C(N/N=C/c1ccccc1OCc1ccccc1Cl)c1cccnc1 | 0 | -4.5 | 0.4
CCC(=O)Nc1cccc(NC(=S)NC(=O)c2ccc(C)cc2)c1 | -5 | -0.6 | 0.3

Ordered by value in aDG glyco up (low to high): three from the list above.
Molecule	Vif inh	HTR2A ag	aDG glyco up	MC4R barr agon	CaV13 FRET inh	MC4R antag cAMP	ABCB6 inh MLPCN	PDI inh	Glyco luc inh
O=[N+]([O-])c1ccccc1/C=N/n1c(-c2ccccc2)n[nH]c1=S	-3	6	0.0	-1.6	-3	25	94	-2	2
CCc1ccc(N(CC(=O)NCc2ccco2)C(=O)CCC(=O)Nc2nccs2)cc1	-12	-9	0.2	-2.3	-2	22	94	4	1
CC(=O)Nc1ccc(NC(=O)CS(=O)(=O)Cc2ccccc2)cc1	6	-2	0.3	-0.2	x	7	103	0	3

Following part:
Compound,Vif inh,HTR2A ag,aDG glyco up,MC4R barr agon,CaV13 FRET inh,MC4R antag cAMP,ABCB6 inh MLPCN,Cardio protect,PDI inh,Glyco luc inh
CC(C)=CCC[C@H](C)CC1Cc2[nH]c(=S)[nH]c(=O)c2C(c2ccc(Cl)cc2)O1 (stereo partly drawn),x,1,0.8,x,-6,x,93,x,x,x
O=C(NC1(C(F)(F)F)N=C2SCCN2C1=O)C1CCCCC1 (stereo not drawn),3,-1,-0.1,-0.6,-6,9,95,5,11,0
CCN1CCC(NC(=O)Nc2ccc(F)cc2F)CC1,1,-6,0.1,3.3,2,7,97,8,-2,-2
CCc1nn(-c2ccccc2)c2c1-c1cc(OC)c(OC)cc1C1(N2)C(=O)Nc2ccccc21 (stereo not drawn),4,1,0.0,-0.3,x,21,121,10,-2,-3
COc1c(C(=O)NNC(=O)c2ccccc2Cl)csc1Br,7,8,-0.1,-2.2,-5,10,99,2,-3,-1
CCC(=O)NC1=C(NC(C)c2ccccc2)C(=O)c2ccccc2C1=O (stereo not drawn),-1,9,1.6,-0.4,x,3,86,-4,-3,6
Fc1cccc(CSc2nc3ccncc3[nH]2)c1,12,-2,-0.2,0.0,-6,-1,96,-28,x,0
O=C(Cc1cn2ccsc2n1)Nc1nc2c(s1)CCCC2,x,-5,0.1,3.1,x,10,93,-4,-11,-6
O=S(=O)(NCC1OCCc2ccccc21)c1ccc(S(=O)(=O)N2CCOCC2)cc1 (stereo not drawn),-2,0,0.1,3.1,x,-7,100,-5,9,0
CC1CCCCC12NC(=O)N(CC(=O)OCC(=O)c1ccc(OC(F)F)cc1OC(F)F)C2=O (stereo not drawn),3,3,-0.1,-0.5,-6,4,92,-5,7,0
Cc1ccc(-c2noc(CCC(=O)Nc3cc(C)ccn3)n2)cc1,7,11,0.1,9.2*,0,11,91,-5,11,-1
O=C(COc1ccc(Br)cc1F)Nc1nnc(C2CC2)s1,0,2,-0.3,0.6,-3,9,99,-2,-18,1
Cc1cc2c(cc1S(=O)(=O)NCC(C)c1ccccc1)n(C)c(=O)c(=O)n2C (stereo not drawn),10,7,0.1,-3.2,-1,2,100,-11,x,-1
O=C(Nc1nnc(CCOCCOCCc2nnc(NC(=O)c3ccco3)s2)s1)c1ccco1,2,-2,0.1,0.0,-9,7,98,0,-10,2
